H9c2 protect – modulators protecting cardiomyocytes from myocardial damage; H9c2 cardiomyocytes, H2O2 injury protection, ATPLite, 2 h; hit rate 0.63% among 360,000; protection from H2O2 cell death, % at 20 µM;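 active = compounds giving at least 50% protection of heart cells from peroxide-induced death in the single-dose screen, raw or plate-pattern-corrected value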;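 note: 0% = DMSO wells with peroxide and 100% = DMSO wells without peroxide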
PDI turbidity – blocks human protein disulfide isomerase activity; P07237; PDI insulin aggregation turbidity, A650, 90 min; inhibition, % at 10 µM; hit rate 0.052% among 350,000; AID 588391;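 active = mean inhibition across replicates of 30% or more, whatever share of single replicates reach that level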;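 note: absorbance from insulin aggregation driven by PDI reduction with DTT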
N-glyco inh – N-linked glycosylation inhibition; D54 ERlucT glycosylation luciferase reporter, 24 h; percent of 100 nM tunicamycin response; reporter increase, % at 12.5 µM; hit rate 0.23% among 360,000; AID 588692;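 active = mean luciferase reporter signal, scaled so untreated is 0 and the glycosylation-blocking control 100, at or above a set limit in every replicate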;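 note: luciferase carries N-glycosylation sites so blocking glycosylation raises the light; 0% = median of neutral control wells and 100% = median of 100 nM tunicamycin wells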
CaV13 FRET inh – Primary screen for inhibitors of IQ motif and Ca2+-dependent inactivation inhibitor domain binding in CACNA1D, Förster resonance energy transfer in living cells, …; HEK cells, CFP/YFP FRET ICDI-IQ, plate reader, 10 min; percent FRET-ratio fall versus neutral wells; inhibition, % at 12.3 µM; hit rate 0.098% among 340,000; AID 743397;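 active = mean replicate inhibition of at least 30% and at least 1% of replicates passing that level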;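 note: 0% = median of the neutral control wells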
ABCB6 inh MLPCN – inhibitors of human ABC transporter ABCB6; fluorescence ratio to DMSO, % at 10 µM; AID 602162; hit rate 0.19% among 360,000; K562-ABCB6 porphyrin accumulation, flow cytometry, 1 h; stronger effect = lower value; Q9NP58;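 active = fluorescence ratio to DMSO below 75%, the collection mean minus 3 SD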;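 note: signal is porphyrin accumulated inside mitochondria; 100% equals median channel fluorescence of DMSO control wells; lower ratio means ABCB6 inhibition with less porphyrin fluorescence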
Target sequence (Q9NP58 whole entry, looked up): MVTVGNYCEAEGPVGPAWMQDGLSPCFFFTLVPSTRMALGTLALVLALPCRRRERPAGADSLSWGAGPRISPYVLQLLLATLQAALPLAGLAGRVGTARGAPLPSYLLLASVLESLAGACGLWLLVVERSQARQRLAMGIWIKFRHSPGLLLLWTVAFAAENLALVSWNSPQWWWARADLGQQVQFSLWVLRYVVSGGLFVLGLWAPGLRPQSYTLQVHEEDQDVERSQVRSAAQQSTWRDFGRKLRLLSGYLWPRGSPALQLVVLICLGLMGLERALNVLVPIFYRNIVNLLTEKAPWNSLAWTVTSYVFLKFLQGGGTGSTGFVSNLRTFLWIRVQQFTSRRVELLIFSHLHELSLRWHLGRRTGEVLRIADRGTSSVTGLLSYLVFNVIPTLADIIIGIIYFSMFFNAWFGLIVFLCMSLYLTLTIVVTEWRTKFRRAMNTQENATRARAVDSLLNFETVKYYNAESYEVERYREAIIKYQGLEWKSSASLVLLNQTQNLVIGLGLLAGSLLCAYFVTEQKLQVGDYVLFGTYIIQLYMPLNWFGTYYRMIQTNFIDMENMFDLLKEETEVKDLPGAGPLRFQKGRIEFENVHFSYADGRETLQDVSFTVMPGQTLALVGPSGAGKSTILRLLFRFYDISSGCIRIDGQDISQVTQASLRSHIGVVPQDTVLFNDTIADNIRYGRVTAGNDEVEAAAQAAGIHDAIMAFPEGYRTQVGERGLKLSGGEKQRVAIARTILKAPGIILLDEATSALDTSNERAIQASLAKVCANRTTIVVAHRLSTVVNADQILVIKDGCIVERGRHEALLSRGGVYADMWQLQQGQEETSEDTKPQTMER
iPSC survival up – increases survival of single human iPS cells | AID 602274 | hit rate 0.044% among 360,000 | survival enhancement, % at 20 µM | hiPSC single-cell survival, ATPlite luminescence; 100% = ROCK inhibitor wells, 0% = DMSO; in the data active = survival enhancement above about 18%;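 note: cells exposed to compounds for 16 hours before the ATP read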
aDG glyco act – increases alpha dystroglycan glycosylation | hit rate 0.22% among 360,000 | activation, % at 10 µM | AID 624168 | Pro5-aDG cells, alpha-DG glycosylation AlphaScreen (IIH6); 0% Pro5, 100% B10-LARGE cell signal;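 active = activation of at least 8% versus controls, or a plate z-score of at least 8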;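 note: Pro5 are CHO cells carrying HIG-tagged alpha-DG that lacks glycosylation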
m5-HT2A agonist – activates the mouse 5-HT2A serotonin receptor; P35363; CHO-K1 mHTR2A beta-arrestin complementation, luminescence; percent of 30 µM serotonin response; activation, % at 7.6 µM; hit rate 0.66% among 360,000; AID 624169;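 active = activation above a run cutoff, the mean activation of all tested compounds plus 3 SD, cut at about 14% in these data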;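 note: 0% = plate median of compound wells and 100% = 30 µM serotonin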
Exocytosis inh – lytic granule exocytosis inhibition; hit rate 0.66% among 360,000; AID 651702; TALL-104 LAMP-1 surface exposure, flow cytometry; cells stimulated with thapsigargin and PMA; inhibition, % at 10 µM;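 active = inhibition above about 55%, limit read from the data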
Vif inh – inhibitors of HIV Vif. HEK293T cells, Vif self-association by quenched fluorescence, imaging, 24 h. inhibition, % at 7.49 µM. hit rate 0.35% among 340,000. AID 602346; in the data active = inhibition above about 50%, passing the limit was not always enough; note: some results filed as inactive read as strong as hits
The depositor's hits bear a star; / = not tested or not shown; & = joins results of further samples.

nr | molecule | H9c2 protect | PDI turbidity | N-glyco inh | CaV13 FRET inh | ABCB6 inh MLPCN | iPSC survival up | aDG glyco act | m5-HT2A agonist | Exocytosis inh | Vif inh
1 | CCCOc1ccc(F)cc1-c1cc(C(=O)Nc2ccc(OC)nc2)[nH]n1 | 4 | -3 | -4 | / | 91 | -1.3 | 3.0 | 2 | 33 | -8
2 | C(=C1c2ccccc2-c2ccccc21)c1ccccn1 | -4 | 3 | 4 | -5 | 102 | 1.3 | -0.1 | -4 | -14 | 12
3 | Cc1ccc(Nc2nc(N3CCOCC3)nc(N3CCOCC3)n2)cc1 | -2 | -31 | -10 | -5 | 86 | -0.4 | 0.2 | -2 | -1 | 22
4 | CCOc1ccc(-c2nc(C#N)c(N3CCN(CC)CC3)o2)cc1 | 6 | 6 | 1 | -5 | 96 | 1.5 | 0.0 | -3 | 2 | -5
5 | OC(c1ccc(Cl)c(F)c1)c1ncc(-c2cccc3ccccc23)[nH]1 (configuration not stated) | -10 | -2 | 1 | -6 | 96 | 0.7 | 0.3 | 5 | 5 | -15
6 | Cc1ccc(S(=O)(=O)CC(=O)Nc2ccccn2)cc1 | 1 | 6 | 1 | -3 | 95 | -0.5 | -0.1 | -2 | 3 | -8
7 | Cc1ccc(-c2cc(C(=O)NCc3ccco3)c3ccccc3n2)o1 | -6 | -2 | 0 | / | 98 | 3.5 | 0.0 | 4 | 4 | 4
8 | c1ccc(-n2ncc3c(NCCN4CCCCC4)ncnc32)cc1 | 1 | 11 | -4 | -1 | 92 | -7.4 | 0.0 | -5 | 1 | -3
9 | CN(CC(=O)Nc1ccc(F)cc1)C(=O)CCc1nc2ccccc2c(=O)[nH]1 | 60* | 14 | 2 | -6 | 98 | 0.3 | -0.2 | 0 | 19 | 5
10 | Cc1ccc[n+](-c2nc([O-])sc2/C=N/Nc2ccc([N+](=O)[O-])cc2)c1 | 4 | 17 | -1 | -15 | 94 | -0.5 | -0.1 | -3 | 7 | 2
11 | COCCCNC(=O)CCc1nc2cccnc2n1Cc1ccc(OC)cc1 | 8 | -9 | 0 | -6 | 100 | -0.1 | 0.0 | 1 | -1 | -7
12 | O=c1[nH]cc(COCC(F)CCl)c(=O)[nH]1 (configuration not stated) | -6 | 5 | 1 | -14 | 100 | 0.2 | 0.1 | -3 | -1 | -2
13 | CC(C)Oc1ccc(/C=C/C(=O)NCC2COc3ccccc3O2)cc1 (configuration not stated) | -2 | 0 | 0 | -12 | 99 | -0.8 | 0.3 | 3 | 7 | -7
14 | COc1c2ccoc2cc2oc(=O)ccc12 | 0 | / | 4 | / | 97 | 0.8 | 0.0 | 1 | -9 | -4
15 | COc1ccc(NS(=O)(=O)c2cc(NC(=O)c3ccco3)ccc2N2CCCCC2)cc1 | 0 | 1 | 1 | -5 | 103 | -0.6 | -0.1 | -4 | -3 | -22
16 | O=C(Nc1ccc([N+](=O)[O-])cc1NC(=O)c1ccccc1)c1ccccc1 | -2 | -3 | -3 | -5 | 86 | -2.5 | -0.2 | 3 | 6 | 6
17 | CCCN(CC(=O)Nc1ccccc1C)C(=O)c1ccc(=O)n(Cc2ccccc2)n1 | -4 | -2 | 0 | -6 | 101 | -0.4 | 0.7 | -8 | -11 | 13
18 | CC(=O)c1ccc(-n2c(CCC(=O)O)ccc2-c2ccc(C)cc2)cc1 | 4 | 0 | -2 | / | 101 | -0.1 | 0.2 | -2 | 12 | 1
19 | CCN(CC)S(=O)(=O)c1ccc(NCCCn2ccnc2)c([N+](=O)[O-])c1 | -2 | 2 | 2 | -18 | 97 | -0.3 | -0.1 | 2 | -5 | -10
20 | COc1ccc(/C=N/Nc2nc3ccccc3o2)cc1OC | 1 | -1 | -3 | -7 | 94 | 0.2 | -0.1 | 2 | -1 | -5
21 | COc1cccc(/C=N/NC(=O)c2cccs2)c1 | 10 | -1 | -1 | -4 | 103 | -0.8 | 0.1 | -4 | -5 | -11
22 | CC(C)N1CCN(c2ccncc2S(=O)(=O)N2CCOCC2)CC1 | 9 | 0 | 1 | -1 | 90 | 0.8 | -0.1 | 5 | 0 | 6
23 | CCCCN(CC)CCCNC(=O)c1csc2c1CCCCC2 | 13 | 7 | 1 | -4 | 103 | -1.1 | -0.3 | -7 | -6 | -9
24 | O=C(CSc1ccc2ccccc2c1)NCCc1ccc(O)c(O)c1 | 80* | 1 | -2 | -6 | 100 | -0.7 | -0.1 | 31* | -4 | 2
25 | O=C(Nc1ccc(N2CCOCC2)nc1)c1cccs1 | 1 | 1 | 0 | 2 | 100 | 5.6 | -0.1 | 14 | 2 | 0
26 | COCCOC(=O)c1c(NC(=O)CNc2ccc(C)c(F)c2)sc(C(N)=O)c1C | -7 | -5 | 0 | -13 | 92 | -0.3 | 0.4 | -2 | -3 | 9
27 | COc1ccc(C2=NC(=O)/C(=C\c3cc(OC)c(OC)c(OC)c3)O2)cc1 | 2 | 3 | 1 | -18 | 100 | -1.1 | -0.2 | -2 | -2 | -4
28 | Cc1cc(=O)[nH]c(SCC(=O)Nc2ccnc3ccccc23)n1 | 0 | -1 | 3 | -2 | 101 | 0.0 | 1.2 | 9 | -3 | -6
29 | COc1ccc2c(c1)c(C(=O)N1CCN(C)CC1)c(C)n2-c1ccccc1 | 0 | -9 | 1 | -4 | 93 | 1.2 | -0.1 | 1 | 3 | -3
30 | Cn1c(=O)c2c(nc(Br)n2Cc2ccc3ccccc3c2)n(C)c1=O | 87* | 0 | -4 | -5 | 92 | 0.3 | -0.1 | 3 | 0 | -24
31 | O=c1c(-c2ccccc2)c[nH]n1-c1cccc([N+](=O)[O-])c1 | -2 | 3 | -2 | -3 | 98 | -0.4 | 0.1 | -2 | -2 | 7
32 | O=C(CSc1nc2ccc(Cl)cc2[nH]1)NC1CCCC1 | -6 | 7 | 0 | -5 | 95 | 0.2 | 0.0 | -5 | -2 | -9
33 | COc1ccc(OC)c(CN2CCCC(CCC(=O)N(C)CCc3ccccn3)C2)c1 (configuration not stated) | 7 | 0 | 0 | -7 | 94 | 0.3 | 0.4 | -3 | -4 | -3
34 | CC(=NNC(=O)c1ccncc1)c1ccc(Cl)c(Cl)c1 | 0 | 3 | 1 | -8 | 98 | 3.5 | 0.0 | -6 | 1 | 21
35 | CCOC(=O)N1CCN(Cc2nc(-c3ccc(Cl)cc3)no2)CC1 | -12 | -1 | -3 | -5 | 103 | -2.5 | 0.0 | 3 | 1 | -6
36 | COc1cc2nc(C3CCC3)n(NC(=O)C3CCC(OC)CC3)c(=O)c2cc1OC (configuration not stated) | -1 | -11 | 2 | -9 | 100 | -0.5 | 0.9 | 1 | -2 | /
37 | Cc1cc(Cl)c(S(=O)(=O)N2CCN(c3ccc(F)cc3)CC2)cc1OCC(=O)NC1CCCCC1 | -15 | 5 | -11 | -4 | 94 | 3.0 | 2.9 | 0 | -2 | -7
38 | Cc1ccccc1NC(=O)Cc1nc(COC(=O)Cc2cccc(C(F)(F)F)c2)cs1 | -5 | -2 | 2 | -9 | 100 | -1.9 | 0.1 | -7 | -3 | 2
39 | COc1ccc(Cl)cc1N(CC(=O)Nc1ccc2c(c1)OCO2)S(C)(=O)=O | 0 | 4 | 8 | -5 | 98 | 1.3 | 0.0 | 1 | 0 | 0
40 | COc1cc(CNC(C)(C)C)cc(Br)c1OCc1cccs1 | 10 | 2 | 2 | -18 | 100 | -2.3 | 0.7 | 3 | -1 | -6
41 | Cc1ccc(S(=O)(=O)N2CCN(CC(=O)NC3CCCc4ccccc43)CC2)cc1C (configuration not stated) | -7&0 | -1&2 | 1&2 | -6&-5 | 98&97 | 2.2&0.1 | 0.6&0.5 | 2&0 | 3&-2 | 1&-2
42 | CCc1ccccc1NS(=O)(=O)c1ccc(OC)c2ncccc12 | 1 | 2 | -3 | -3 | 97 | 0.9 | 0.6 | 3 | -11 | -7
43 | CN(C(=O)COC(=O)CNC(=O)c1sc2ccccc2c1Cl)C1CCS(=O)(=O)C1 (configuration not stated) | -3 | 0 | 0 | -6 | 99 | 2.2 | 0.0 | 7 | -14 | -9
44 | Cn1c(C(=O)NCCc2ccccc2)cc(=O)n(C)c1=O | 0 | 0 | 0 | 3 | 96 | -0.9 | 0.1 | 1 | 0 | -1
45 | FC(F)(F)c1cccc(N2CCN(c3nnnn3-c3ccccc3)CC2)c1 | -18 | 8 | 2 | 0 | 82 | 0.1 | 0.0 | -5 | 2 | -5
46 | CC(=O)c1ccc(C(=O)NC2CC(C)(C)Cc3c2cnn3-c2ccccc2)cc1 (configuration not stated) | 8 | 4 | -4 | -2 | 98 | 0.3 | 0.0 | -4 | 3 | -11
47 | COc1ccc(N(C)S(=O)(=O)c2cccc(C(=O)Nc3cc(OC)ccc3OC)c2)cc1 | 0 | 5 | 0 | 0 | 96 | -1.1 | -1.1 | -5 | 14 | -7
48 | CCN1CCN(CCCNC(=O)C2CCN(c3nnc(-n4cccc4)s3)CC2)CC1 | 3 | 5 | -1 | -3 | 97 | -0.5 | 0.0 | 6 | -1 | 0
49 | CCc1ccc(N2C(=O)CN(Cc3sccc3C)C2=S)cc1 | -12 | 4 | -4 | 1 | 91 | 0.1 | 0.1 | -4 | 3 | -3
50 | CC(C)c1ccc(NC2CCCN(C(=O)c3ccc4nccnc4c3)C2)cc1 (configuration not stated) | -6 | -3 | 3 | -6 | 101 | -0.4 | -0.5 | 21* | 6 | -7
51 | Cc1ccc(CS(=O)(=O)CCC(=O)NCc2ccccn2)cc1 | -4 | 11 | 3 | / | 105 | 6.1 | -0.5 | -1 | -2 | 4
52 | CC1(C(=O)NCc2ccccc2)CCC(=O)N1C1CC1 (configuration not stated) | 1 | / | 2 | -9 | 104 | 0.9 | -0.3 | 5 | -3 | /
53 | COc1ccc(C)cc1NC(=O)C1CCN(S(=O)(=O)c2cccc3cccnc23)CC1 | 3 | -3 | -1 | 2 | 101 | 2.1 | -0.1 | -6 | 4 | -8
54 | Cc1cccnc1Nc1nc(-c2ccc(F)cc2)cs1 | 0 | 8 | -8 | -2 | 102 | 0.0 | 0.1 | -1 | -8 | -12
55 | O=C(O)c1cccc(-n2nc(-c3ccc(Cl)c([N+](=O)[O-])c3)c3ccccc3c2=O)c1 | 5 | 0 | -2 | -3 | 101 | -0.4 | 0.0 | -2 | 2 | 0
56 | C[C@H](CO)N1C[C@H](C)[C@@H](CN(C)Cc2ccc(C(F)(F)F)cc2)OCc2cnnn2CCCC1=O | 5 | 0 | 3 | -6 | 92 | -1.6 | -0.1 | 4 | -1 | -1
57 | CCC(NC(=O)CCC(=O)N1CCN(S(=O)(=O)c2ccc(C)cc2)CC1)c1ccc(C)cc1 (configuration not stated) | -13 | -4 | 1 | -5 | 104 | -1.8 | 0.2 | -2 | -4 | 0
58 | CCN(CC(=O)NCc1ccc(Cl)cc1)C(=O)CCC(=O)c1ccc(C)cc1 | -1 | 2 | 11 | -6 | 95 | 0.2 | 0.2 | -9 | -6 | -5
59 | CCOc1ccc(C(CC(=O)O)NC(=O)COc2ccccc2)cc1OC (configuration not stated) | 1 | -2 | 1 | -3 | 87 | 0.9 | -0.2 | -5 | 4 | -1
60 | CC(C)CCOc1ccc(C(=O)Nc2cc(S(=O)(=O)N3CCOCC3)ccc2N2CCOCC2)cc1 | 4 | 1 | -1 | -11 | 97 | -2.4 | 0.4 | 0 | -2 | 0
